Source: PubChem BioAssay
CIT2 TOR yeast: yeast TOR pathway CIT2-GFP modulation. S. cerevisiae CIT2-GFP strain, flow cytometry, 3 h; 100 means same as DMSO wells. GFP response vs DMSO, % at 10 µM. 0.065% of 320,000 active. AID 2029;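 active = GFP response relative to DMSO above a set limit, near the screen mean plus 3 SD, cut at about 150% in these data; inconclusive = Fewer than 70 cells measured for a yeast strain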;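 note: ratio of well median GFP fluorescence to mean of DMSO wells on the plate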
VLA-4 inh: inhibition in a human VLA-4 binding assay. 0.2% of 330,000 active. AID 2557. P13612. inhibition, % (about 7 µM as worked out from the volumes in the protocol). VLA-4 expressing cells, ligand binding flow cytometry; in the data active = inhibition above about 50%
GRK2 inh: blocks RNA aptamer binding to human GRK2; P25098; bead flow cytometry, FAM-aptamer displacement from GRK2; inhibition of aptamer binding, % at 10 µM; 0.59% of 330,000 active; AID 488847;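 active = inhibition of aptamer binding above 40%, roughly 3 SD of noise, on plates passing a quality check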;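 note: median bead fluorescence of bound FAM aptamer so fluorescent compounds give negative values; no value below 0 was filed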
MEP2-GFP yeast: yeast TOR pathway MEP2-GFP modulation | S. cerevisiae MEP2-GFP strain, flow cytometry GFP, 3 h; 100% = DMSO control level | GFP response vs DMSO, % at 10 µM | 0.51% of 330,000 active;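 active = GFP response versus DMSO above a set limit, roughly screen mean plus 3 SD, cut at about 180% in these data; inconclusive = fewer than 70 cells counted for a yeast strain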;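 note: median GFP fluorescence of the barcode-gated MEP2-GFP cells per well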
LAP4-GFP MLPCN: yeast TOR pathway LAP4-GFP modulation. S. cerevisiae LAP4-GFP multiplex, flow cytometry GFP, 3 h; median GFP as percent of DMSO wells. GFP response vs DMSO, % at 10 µM. 0.34% of 320,000 active. AID 2023;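 active = GFP response vs DMSO above a set limit, about the screen mean plus 3 SD, cut at about 150% in these data; inconclusive = under 70 cell events counted for the yeast strain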
AGP1-GFP MLPCN: modulators of TOR pathway AGP1-GFP in S. cerevisiae; S. cerevisiae AGP1-GFP multiplex flow cytometry, 3 h; GFP as percent of DMSO wells; 0.02% of 320,000 active; AID 2066; GFP response vs DMSO, % at 10 µM;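 active = GFP response relative to DMSO above a set limit, near screen average plus 3 SD, cut at about 150% in these data; inconclusive = fewer than 70 cells counted for the yeast strain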;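 note: median GFP channel fluorescence of the gated AGP1 strain per well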
JMJD2C inh: human JMJD2C demethylase inhibition | GST-JMJD2C(1-420) H3K9me3 demethylation, DELFIA europium | inhibition, % at 2.35 µM | 0.069% of 330,000 active | AID 2099;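 active = more than half of a compound's replicate wells show inhibition beyond 50%, single wells judged on their own value; inconclusive = some, but no more than half, of replicates pass 50% inhibition; inactive = no replicate passes 50% inhibition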;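 note: signal counts dimethyl H3K9 product captured on neutravidin plate; 0% = median of DMSO wells and 100% = 0.3 times that DMSO median; strong numbers were not always called active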
Target sequence (Q9H3R0 1-420 limits assumed): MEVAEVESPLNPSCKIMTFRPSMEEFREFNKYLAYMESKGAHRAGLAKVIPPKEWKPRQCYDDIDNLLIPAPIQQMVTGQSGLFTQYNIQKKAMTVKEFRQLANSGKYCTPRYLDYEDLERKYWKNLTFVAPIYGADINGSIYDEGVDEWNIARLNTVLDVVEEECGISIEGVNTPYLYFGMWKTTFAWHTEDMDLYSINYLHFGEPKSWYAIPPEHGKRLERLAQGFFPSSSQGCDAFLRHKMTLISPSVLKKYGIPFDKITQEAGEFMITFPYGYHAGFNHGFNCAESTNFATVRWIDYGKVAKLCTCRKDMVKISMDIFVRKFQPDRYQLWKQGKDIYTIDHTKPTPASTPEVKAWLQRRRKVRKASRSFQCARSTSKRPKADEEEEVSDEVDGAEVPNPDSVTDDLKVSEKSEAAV
RPL19A TOR yeast: yeast TOR pathway RPL19A-GFP modulation; S. cerevisiae RPL19A-GFP strain, flow cytometry, 3 h; active compounds read low; percent response vs DMSO, % at 10 µM; 0.3% of 330,000 active; AID 2025;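 active = percent response vs DMSO below 50%; inconclusive = fewer than 70 events counted for the yeast strain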;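 note: median channel GFP fluorescence of the barcoded RPL19A-GFP strain; ratio of sample median GFP to plate DMSO average so 100% = DMSO; lower means less RPL19A-GFP as with rapamycin TOR inhibition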
* hit, by the source's call; ? = inconclusive; · = no result given; & = joins results of further samples.

canonical_smiles,CIT2 TOR yeast,VLA-4 inh,GRK2 inh,MEP2-GFP yeast,LAP4-GFP MLPCN,AGP1-GFP MLPCN,JMJD2C inh,RPL19A TOR yeast
COc1ccc2[nH]c(=O)c(CN(Cc3nnnn3Cc3ccc(F)cc3)CC3CCCO3)cc2c1 (stereo unspecified),97,-5,1,101,93,93,0&-8,100
O=C(NCC1CCCO1)c1nn2c(c1Cl)NC(c1ccc(F)cc1)CC2C(F)(F)F (stereo unspecified),103,4,0,107,103,98,-9,101
Cc1ccc(C)c(NC(=O)COC(=O)c2cc3ccccc3oc2=O)c1,96,8,3,104,103,99,-9,98
O=C(NC1CCCCCC1)C1CCC(=O)N(Cc2ccccc2F)C1 (stereo unspecified),·,-11,5,92,73,89,0,98
CC(C)n1c(=O)[nH][nH]c1=S,104,6,1,101,112,108,1,99
CCc1cc(=O)n2[nH]c(C)c(-c3ccc(OC)cc3)c2n1,95,-1,0,96,91,96,15,98
O=C(NCCC1=CCCCC1)C1CCC(CNc2nc(=S)[nH]c3ccccc23)CC1 (stereo unspecified),98,6,1,100,98,102,0,99
CCNC(=O)c1ccc(CSc2ccc(Cl)cc2)cc1,88,17,0,102,116,96,-16,95
CC(=O)[C@@]1(O)CCC2C3C=CC4=CC(=O)CC[C@]4(C)C3CC[C@@]21C (stereo partly specified),84,-8,0,91,92,84,-4,92
Cc1cccn2cc(CNC(=O)C3CCCCC3)nc12,110,-1,0,97,104,99,1,99
C=CCn1c(O)c(N=NC(=O)OC(C)(C)C)c2ccccc21,95,4,1,98,99,94,-7,96
O=C(O)c1ccccc1C(=O)Nc1nc(-c2ccc3ccccc3c2)cs1,96,-1,4,97,97,97,-4,96
COc1ccc(/C(O)=C2/C(=O)C(=O)N(CCN(C)C)C2c2ccccc2)cc1Cl (stereo unspecified),101,2,2,103,103,100,1,99
COc1ccc(N(CC(=O)N2CCN(c3ccccc3)CC2)S(=O)(=O)c2c(C)noc2C)cc1,94,9,2,101,112,104,-6,100
Cc1ccc(S(=O)(=O)N(Cc2cccc(C)c2)C(=O)N2CCN(C)CC2)cc1,97,2,2,106,111,105,?,104
O=C(Nc1ccc(Nc2ccncc2)cc1)c1ccc([N+](=O)[O-])cc1,110,15,0,100,83,99,-3,108
Cc1cccc(C)c1NC(=O)C(Cl)C(=O)c1ccccc1 (stereo unspecified),88,17,1,97,269*,105,0,80
O=C(NC1CCS(=O)(=O)C1)C12CC3CC(CC(C3)C1)C2 (stereo unspecified),95,-1,0,108,114,96,0,98
COC(=O)Cn1cnc2scc(-c3ccc(C)c(C)c3)c2c1=O,108,8,2,109,95,100,7,106
Cc1ccc(SCC(=O)NC(C)(C)C)cc1,93,2,2,98,106,100,-21,98

Sorted by the number under MEP2-GFP yeast (high to low): 3 of the compounds above.
| structure | MEP2-GFP yeast |
| --- | --- |
| O=C(NCC1CCCO1)c1nn2c(c1Cl)NC(c1ccc(F)cc1)CC2C(F)(F)F (stereo unspecified) | 107 |
| Cc1cccc(C)c1NC(=O)C(Cl)C(=O)c1ccccc1 (stereo unspecified) | 97 |
| CC(=O)[C@@]1(O)CCC2C3C=CC4=CC(=O)CC[C@]4(C)C3CC[C@@]21C (stereo partly specified) | 91 |

New compounds follow:
canonical_smiles,CIT2 TOR yeast,VLA-4 inh,GRK2 inh,MEP2-GFP yeast,LAP4-GFP MLPCN,AGP1-GFP MLPCN,JMJD2C inh,RPL19A TOR yeast
CC(C)COc1ccc(C(=O)NC(Cc2c[nH]c3ccccc23)C(=O)NN)cc1 (stereo unspecified),90,4,1,100,101,98,-7,95
Nc1nnc(CCC2CCCCC2)s1,94,6,2,102,100,104,7,99
CCOC(=O)c1cnn(-c2ccccc2)c1-n1cccc1C(=O)C(=O)Nc1ccccc1C(F)(F)F,100,35,0,97,98,102,1,97
CNC(=O)n1ccc(C(=O)N2CCCCC2)n1,94,6,4,104,103,101,-8,98
CCOc1ccc(S(=O)(=O)N2CCC(C(=O)NCc3ccncc3)CC2)cc1,104,9,0,92,94,106,-5,109
CCOc1ccc(-n2nnc3c(=O)n(C/C=C/c4ccccc4)cnc32)cc1,109,13,0,93,110,103,0,101
CCO[C@H]1OC(C(=O)N2CCCCCCC2)=C[C@@H](c2csc3ccccc23)[C@@H]1CCCO,108,-34,3,95,117,96,2,108
COc1cc(C(=O)NC2CCCc3c2cnn3-c2ccccc2F)cc(OC)c1OC (stereo unspecified),101,10,0,98,88,95,33,98
Cc1ccc(NC(=S)NC(=O)c2cncc(Br)c2)c(C)c1,109,8,0,103,110,104,-3,97
C=CC[C@H](CC(=O)N(CCO)Cc1ccccc1)C(=O)N[C@@H](C)COC(=O)[C@@H](CC=C)Cc1ccc(F)cc1,103,9,0,96,99,102,-12,99
O=C(CC1(O)C(=O)N(Cc2cccc3ccccc23)c2ccccc21)c1cccnc1 (stereo unspecified),99,15,0,96,92,100,-6,100
CN(C)C(=S)NC(=NCc1ccc([N+](=O)[O-])cc1)c1ccccc1,93,16,0,104,103,95,23,99
COCc1cc(=O)[nH]c(Nc2nc(C)c3cc(OC)ccc3n2)n1,95,-2,0,113,97,102,2,98
CC1CCN(C(=O)c2cccc(S(=O)(=O)N3CCCCC3)c2)CC1,109,5,1,103,101,105,-3,103
CCc1ccc(S(=O)(=O)NCc2cn3ccsc3n2)s1,100,11,0,105,107,100,21,97
Cn1c(SCc2cccc(Br)c2)nnc1-c1ccncc1,100,1,2,100,100,99,7,103
COc1ccc(N(CC(O)CN2C(=O)NC(C)(C)C2=O)S(=O)(=O)c2ccc(C)cc2)cc1 (stereo unspecified),87,-4,2,101,103,107,-14,99
CSc1ccccc1NC(=O)CSc1n[nH]c(N)n1,104,21,0,111,112,109,-5,106
Cc1onc(-c2ccccc2)c1C(=O)Nc1c(C)n(C)n(-c2ccccc2)c1=O,107,20,2,100,100,99,36,93
CCN1C(=O)c2cccc3c(S(=O)(=O)N(C(=O)c4ccncc4)c4ccc(OC)cc4)ccc1c23,88,-14,0,99,88,94,14,106

The list continues:
canonical_smiles,CIT2 TOR yeast,VLA-4 inh,GRK2 inh,MEP2-GFP yeast,LAP4-GFP MLPCN,AGP1-GFP MLPCN,JMJD2C inh,RPL19A TOR yeast
CCc1ccc(OCC(=O)Nc2cccc3nsnc23)cc1,101,-10,1,104,109,99,-8,102
COCCNCC1C(Oc2ccc(Cl)cc2)C(=O)N1c1ccccc1C (stereo unspecified),100,-9,1,99,90,99,9,105
Cc1cc(C)n(CCNC(=O)CC2C(=O)NCCN2CC2CCCCC2)n1 (stereo unspecified),100,25,0,101,94,98,16,100
CC(=O)c1ccc(N2CCCCC2)c(F)c1,105,25,7,105,99,104,2,102
COc1ccccc1OCc1ccc(C(=O)OCC2CCCO2)o1 (stereo unspecified),102,2,0,105,106,101,1,102
CCOC(=O)c1cc2c(s1)-c1c(C)cccc1OC2,106,-8,0,98,101,96,-2,99
C=CCc1c(C)nc(-c2ccccc2)nc1N/N=C/c1ccccc1,95,12,0,97,100,99,36,100
CCCCn1c(N)c(N(CC(C)C)C(=O)C2CCN(S(=O)(=O)c3ccc(C)c(C)c3)CC2)c(=O)[nH]c1=O,93,9,1,102,103,100,-26,97
Cc1cc(C)nc(/N=C(/NC(=O)Nc2cccc(Cl)c2)Nc2ccccc2)n1,100,34,3,95,99,98,-6,97
CCN1CCCC1CNC(=O)c1ccccc1Cl (stereo unspecified),97,-10,11,98,90,101,4,95
CCCc1nc(SC2CCCC2)c2c(=O)n(C)c(=O)n(C)c2n1,83,-1,0,84,83,87,-4,89
COc1cc(CNC23CC4CC(CC(C4)C2)C3)ccc1OCc1ccccc1,104,2,0,99,92,99,59,104
CC(=O)c1cccc(Nc2nc(-c3sc(N)nc3C)cs2)c1,132,-3,1,122,86,106,0,104
Cc1ccc2c(c1)/C(=N/OS(=O)(=O)c1ccccc1)CCS2,99,-7,4,105,103,102,-8,94
COc1ccc(NC(=O)c2ccc(C#CC(C)(C)O)cc2)cc1,91,38,2,110,103,97,4,103
Cc1cc2c3c(c1)C1(C(=O)N3C(C)(C)CC2C)C(C#N)=C(N)Oc2cc(O)ccc21 (stereo unspecified),100,7,0,100,108,109,-6,99
CCCCCN(C(=O)CCCSc1nncs1)c1c(N)n(CCCC)c(=O)[nH]c1=O,94,0,0,69,109,84,0,93
NC(=O)c1nsc(C(=O)N(Cc2ccccc2F)C(C(=O)NCC2CCCO2)c2ccc(F)cc2)c1N (stereo unspecified),110,-7,0,120,95,105,20,109
Cc1ccc(CNC(=O)CCNS(=O)(=O)c2cccc3nsnc23)cc1,97,-4,0,102,97,99,2,100
CN(Cc1ccccc1)C(=O)COC(=O)/C=C/c1ccco1,100,2,13,102,98,96,22,104

Further records follow:
canonical_smiles,CIT2 TOR yeast,VLA-4 inh,GRK2 inh,MEP2-GFP yeast,LAP4-GFP MLPCN,AGP1-GFP MLPCN,JMJD2C inh,RPL19A TOR yeast
CCCN(CC(=O)Nc1ccccc1C)C(=O)CCl,110,12,0,105,109,113,38,100
CCCCn1c(N)c(N(CCOC)C(=O)c2ccc(-c3ccc(Cl)cc3)o2)c(=O)[nH]c1=O,87,0,1,85,86,100,-47,90
O=S(=O)(CCSc1nc2ccccc2o1)c1nc2ccccc2s1,86,-5,0,99,127,98,9,95
COc1cccc(NC(C)=[N+](C)CCNS(=O)(=O)c2ccc(Cl)cc2)c1,115,4,0,104,101,101,-1,103
CC(C)CC(=O)Nc1ccnn1C1CCN(C(=O)c2ccc(F)cc2Cl)CC1,104,-1,0,111,103,108,3,107
COc1ccc(C2C(C(=O)NCc3ccco3)c3ccccc3C(=O)N2C)cc1 (stereo unspecified),101,-2,0,98,99,105,1,98
